SENP7 block: blocks the human protease SENP7; Q9BQF6; recombinant SENP7, Z-RLRGG-aminoluciferin luminescence, 40 min; inhibition, % at 5 µM; actives 1.5% (n = 330,000);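 active means inhibition above about 50% at the single test dose, limit read from the data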;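 further: plate controls were DMSO with enzyme for no effect and no enzyme buffer wells for full effect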
Target sequence (Q9BQF6 706-1050 limits assumed): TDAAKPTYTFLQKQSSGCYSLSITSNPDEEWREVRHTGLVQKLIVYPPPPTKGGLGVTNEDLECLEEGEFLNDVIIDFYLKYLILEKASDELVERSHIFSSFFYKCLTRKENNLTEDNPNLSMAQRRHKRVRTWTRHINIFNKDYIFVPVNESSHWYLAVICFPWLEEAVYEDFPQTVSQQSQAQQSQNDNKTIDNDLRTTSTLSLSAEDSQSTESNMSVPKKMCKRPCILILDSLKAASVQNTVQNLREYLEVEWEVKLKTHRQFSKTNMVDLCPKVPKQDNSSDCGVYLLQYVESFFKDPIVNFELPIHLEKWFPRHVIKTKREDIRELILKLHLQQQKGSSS
SENP8 block: blocks human SENP8 cleavage of Nedd8 substrate. Q96LD8. recombinant SENP8, Nedd8 substrate fluorescence. inhibition, % at 20 µM. actives 0.64% (n = 360,000). AID 602440; in the data active means inhibition mostly above about 40%, no sharp cut-off; inactive means mostly below about 27%
Target sequence (Q96LD8 whole entry, looked up): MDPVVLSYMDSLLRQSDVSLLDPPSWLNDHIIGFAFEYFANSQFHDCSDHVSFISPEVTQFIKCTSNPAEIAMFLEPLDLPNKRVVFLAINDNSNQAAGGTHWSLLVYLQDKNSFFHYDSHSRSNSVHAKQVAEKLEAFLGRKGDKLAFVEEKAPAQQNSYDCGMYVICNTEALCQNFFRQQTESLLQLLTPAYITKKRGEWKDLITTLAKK
NR3A LBD binder: modulators (binders) of human NR3A ligand-binding domain. AID 1259313. actives 2.5% (n = 340,000). NR3A LBD differential scanning fluorimetry, Tm shift; 0% = protein alone, 100% = glycine-bound protein. Tm shift relative to glycine control, % at 25 µM;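 active means melting temperature shift of at least 10% of the positive control shift, at one fixed dose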
PfGluPho inh: PfG6PD (Plasmodium falciparum) enzyme inhibition; actives 0.78% (n = 350,000); PfGluPho enzyme, NADPH resazurin-diaphorase fluorescence; inhibition, % at 20 µM;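 active means inhibition reaching at least a set limit at 20 µM in the primary screen, cut at about 59% in these data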;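 further: 0% = DMSO wells with substrate and 100% = DMSO wells lacking glucose-6-phosphate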
HKDC1 inh: blocks human hexokinase HKDC1 activity. recombinant HKDC1, G6PDH/diaphorase resazurin coupled fluorescence. inhibition, % at 20 µM. Q2TB90. AID 493160. actives 0.16% (n = 340,000);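 active means inhibition above about 35% when tested at 20 µM, limit read from the data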;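 further: plate controls were DMSO wells with enzyme for no effect and DMSO wells lacking enzyme for full effect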
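Incubation: 90 min at room temperature in dark / Material: recombinant HKDC1 (HK5) hexokinase enzyme, produced in-house / Quantity: enzyme 5 µg/mL final / Compound: one dose of 20 µM, 1% DMSO / Reagent: glucose and ATP substrates / Buffer or medium: Tris pH 8.0 buffer with MgCl2, Tween-20, BSA, BME / Technique: resorufin fluorescence at 613 nm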
MPTP inh: blocks calcium-induced mitochondrial swelling; isolated mouse mitochondria, Ca2+ swelling absorbance, 30 min; AID 602449; inhibition, % at 10 µM; actives 1.4% (n = 360,000);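 active means inhibition of 50% or more, scaled per plate between neutral and stimulator controls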;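 further: 0% = DMSO wells given calcium and 100% = 1 mM EGTA wells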
SENP6 block: inhibitors of human SENP6 protease; actives 1.8% (n = 330,000); Q9GZR1; Recombinant SENP6 catalytic domain, aminoluciferin luminescence; inhibition, % at 10 µM;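 active means inhibition above about 50% at the single tested dose, limit read from the data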;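 further: plate controls were DMSO wells with enzyme for no effect and DMSO wells lacking enzyme for full effect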
Target sequence (Q9GZR1 628-1112 limits assumed): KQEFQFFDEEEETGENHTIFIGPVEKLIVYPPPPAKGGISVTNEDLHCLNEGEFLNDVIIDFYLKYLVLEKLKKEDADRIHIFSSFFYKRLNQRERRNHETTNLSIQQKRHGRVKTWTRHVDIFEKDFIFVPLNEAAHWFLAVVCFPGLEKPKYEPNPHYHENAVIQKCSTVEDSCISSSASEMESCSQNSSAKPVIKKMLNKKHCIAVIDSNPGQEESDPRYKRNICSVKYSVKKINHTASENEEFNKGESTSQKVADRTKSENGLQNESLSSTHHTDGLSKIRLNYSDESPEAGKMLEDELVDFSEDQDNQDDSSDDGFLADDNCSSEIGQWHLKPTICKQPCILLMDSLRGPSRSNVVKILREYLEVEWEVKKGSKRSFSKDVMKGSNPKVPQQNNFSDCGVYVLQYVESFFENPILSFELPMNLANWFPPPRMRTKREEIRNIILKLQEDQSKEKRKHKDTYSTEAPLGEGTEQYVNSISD
ATG4B inh: inhibitors of human ATG4B cysteine protease. actives 0.51% (n = 340,000). ATG4B cleavage of LC3-PLA2, NBD-HPC fluorescence, 1 h. inhibition, % at 8.33 µM. AID 504462. Q9Y4P1; in the data active means inhibition above about 40%
Active calls of the source: *; . = not tested or not shown.

mol	SENP7 block	SENP8 block	NR3A LBD binder	PfGluPho inh	HKDC1 inh	MPTP inh	SENP6 block	ATG4B inh
CCN(CC)C(=O)c1ccc(-c2cccs2)s1	-3.6	-254.0	-0.4	-3.3	8.7	3.1	-9.0	-7.7
COc1cc(C(=O)NCC(C)C)cc(OC)c1OC	-5.7	16.8	-0.3	2.5	-5.7	-0.5	-17.1	-0.2
CC(=O)c1ccc(NC(=O)Nc2ncn(Cc3cccc(C)c3)n2)cc1	7.9	6.5	0.3	0.0	-9.8	3.2	-4.4	-28.8
CCN(CC)S(=O)(=O)c1ccc2[nH]cc(C(=O)NCCN3CCCCCC3)c(=O)c2c1	4.6	-104.0	-1.1	8.8	-0.1	-1.3	4.4	-12.7
COCc1cc(=O)[nH]c(Nc2nc3ccc(C)cc3o2)n1	13.9	-119.3	0.4	-8.9	7.1	-2.0	10.2	0.9
Cc1cccc(Nc2nc(-c3cccs3)cs2)n1	81.0*	-9.9	-5.6	14.8	-3.6	1.2	90.4*	-2.5
COc1ccc(-c2csc(N=C(N)N)n2)cc1	-4.0	25.2	-17.6	11.0	-2.3	43.2	-16.8	-6.9
COc1ccc(C)cc1NC(=O)CSc1ccc(-c2ccccn2)nn1	5.5	9.4	-1.3	14.0	16.6	0.3	-0.5	1.7
CCOC(=O)/C=C1\SCC(=O)N1CC(=O)NCc1cccc(Cl)c1	5.2	14.0	1.3	-12.4	17.2	6.7	-8.8	4.8
O=C(NCc1ccco1)C(=O)N1CCCC1	2.9	11.3	0.8	-16.8	-0.1	1.6	-9.3	-2.3
COc1ccc2cc(C(=O)C3CCCN(C(=O)c4csnn4)C3)ccc2c1 (stereo unspecified)	-1.1	-132.9	-0.1	17.5	1.1	-0.7	-12.9	-11.9
Cc1sc2ncn(-n3c(C)ccc3C)c(=O)c2c1C	-4.6	16.7	0.1	5.8	-4.9	1.4	-31.3	-5.3
O=C1CS/C(=N/N=C\c2ccn[nH]2)N1	4.8	-0.1	0.9	-16.6	-4.9	0.9	3.6	1.8
COc1cccc(-n2cnc3sc(C)c(C)c3c2=O)c1	-2.0	1.3	-0.1	-0.7	-4.5	-0.3	14.1	2.4
COc1cc(C(=O)Oc2cc(N)n(S(=O)(=O)c3ccc(F)cc3)n2)cc(OC)c1OC	0.1	1.6	-0.2	20.2	2.4	-0.3	-43.9	-5.9
O=C(COC(=O)c1cccc(N2C(=O)C3CC=CCC3C2=O)c1)c1ccccc1 (stereo unspecified)	-3.8	6.7	-0.9	11.5	-3.7	2.9	1.7	13.0
COc1ccc(NC(=O)c2cccnc2Sc2ccccc2)c(OC)c1	20.1	16.7	2.2	-13.4	11.6	2.1	8.1	4.5
C/C(=N\NC(=S)Nc1ccc(F)cc1)c1ccc2c(c1)OCCO2	1.4	9.1	-7.9	-0.6	-17.7	0.8	3.5	-4.3
CC(NCc1ccccc1O)C12CC3CC(CC(C3)C1)C2 (stereo unspecified)	2.7	21.4	0.9	-6.5	-3.5	-0.2	-10.6	-7.3
Cc1oc2ccc(OC(=O)COc3c(F)c(F)c(F)c(F)c3F)cc2c1C(=O)OC(C)C	1.2	11.3	0.4	4.5	-5.9	3.6	1.3	-4.8
CC1(C)OCC(C2CC(c3ccccc3)NS(=O)(=O)O2)O1 (stereo unspecified)	9.7	10.2	-3.2	2.4	-6.1	-0.3	-11.1	-2.9
Cc1ccc(C2(C)NC(=O)N(CC(=O)N3CC(=O)Nc4ccccc43)C2=O)cc1 (stereo unspecified)	-13.4	4.7	-7.3	-0.5	-5.2	-1.6	-9.0	-4.8
CCN(Cc1ccncc1)C(=O)CCc1nnc(CCc2ccccc2OC)o1	0.2	4.5	1.8	13.8	-9.9	0.9	5.0	-8.5
CC(O)Cn1nc([N+](=O)[O-])nc1N (stereo unspecified)	11.0	4.8	0.1	12.1	-2.5	-1.6	0.2	-16.1
CCN1C(=NCCCOC(C)C)N[C@@H](c2ccccc2)[C@H](C(=O)OC)[C@H]1C	-3.2	14.2	-1.7	-4.8	-7.7	1.9	-13.1	-2.5
CCOC(=O)c1cccc(NC(=O)c2cnc3ccccc3n2)c1	5.0	20.6	-19.3	12.4	7.5	0.3	0.3	3.4
CN(C)Cc1c(C(=O)N/N=C/C2CC=CCC2)nnn1-c1nonc1N (stereo unspecified)	5.3	13.9	-3.0	6.4	-1.6	-0.7	5.3	-2.8
CC(=O)c1c(C)nc2nonc2c1N	3.2	-285.9	3.6	8.0	-5.0	-1.7	17.0	-5.8
COc1cccc(/C=N/Nc2ncc(C)c(=O)[nH]2)c1OC	0.0	-147.0	1.7	3.5	-15.4	0.2	7.0	-5.5
C=CCn1c(C)cc(C(=O)COC(=O)CNC(=O)c2ccccc2)c1C	-7.0	17.8	12.6*	2.7	-6.5	-0.2	-11.7	-7.7

Whole records, looked up by structure. Screens in order: SENP7 block, SENP8 block, NR3A LBD binder, PfGluPho inh, HKDC1 inh, MPTP inh, SENP6 block, ATG4B inh
Results for `CC(O)Cn1nc([N+](=O)[O-])nc1N` (stereo unspecified) → 11.0, 4.8, 0.1, 12.1, -2.5, -1.6, 0.2, -16.1
Results for `Cc1cccc(Nc2nc(-c3cccs3)cs2)n1` → 81.0*, -9.9, -5.6, 14.8, -3.6, 1.2, 90.4*, -2.5
Results for `O=C(COC(=O)c1cccc(N2C(=O)C3CC=CCC3C2=O)c1)c1ccccc1` (stereo unspecified) → -3.8, 6.7, -0.9, 11.5, -3.7, 2.9, 1.7, 13.0

Going on with the list.
mol	SENP7 block	SENP8 block	NR3A LBD binder	PfGluPho inh	HKDC1 inh	MPTP inh	SENP6 block	ATG4B inh
COc1ccc(-c2nc3ccccc3s2)cc1NC(C)=O	-7.8	-445.1	-0.8	-3.1	0.8	0.0	-29.2	-8.2
CC(=O)NCCc1ccc(C(=O)COC(=O)c2ccco2)cc1	-7.3	13.6	-2.1	-9.9	-4.6	-3.2	-9.0	-4.5
COc1ccc(S(=O)(=O)N2CCC(C(=O)N3CCc4ccccc4C3)CC2)cc1OC	-8.4	20.6	-1.1	14.2	2.1	13.0	-1.6	0.2
CC1CCCC(NC(=O)COC(=O)[C@@H]2CC(O)CN2S(=O)(=O)c2ccc3c(c2)OCCO3)C1C (stereo partly specified)	-3.6	17.0	1.3	-8.5	-3.0	-0.5	-10.2	1.0
Cc1cc2cc(CNC(=O)c3ccc(Br)o3)ccc2[nH]1	9.1	-10.6	-15.4	12.1	9.8	0.8	1.7	12.4
COc1cccc(C(=O)N(Cc2ccco2)c2c(N)n(Cc3ccccc3)c(=O)[nH]c2=O)c1	2.5	-26.9	-0.3	-0.6	-0.1	0.3	-3.9	6.6
Clc1ccc(CSc2ncn(-c3ccccc3)n2)cc1	-6.5	8.8	-20.2	25.4	-7.6	4.8	-6.7	-3.3
CCCCn1c(=O)c2c(nc3n2CCCN3Cc2ccccc2)n(C)c1=O	-4.1	2.9	-2.6	4.3	-7.5	0.6	3.2	4.8
COC1CCN(Cc2c(C(=O)N3CCc4ccccc4C3)nc3ccc(Cl)cn23)CC1	11.0	5.8	-1.3	3.8	-6.3	0.5	4.1	20.2
O=C(N/N=C/c1cc(O)ccc1[N+](=O)[O-])c1ccc2c(c1)OCCO2	6.3	6.1	0.0	8.7	4.9	0.3	-11.0	-4.1
COc1ccc(OC)c(S(=O)(=O)N2Cc3ccccc3CC2C(=O)O)c1 (stereo unspecified)	-1.5	6.4	-1.4	-8.3	-4.2	0.3	-0.5	-4.1
Cc1ccc(S(=O)(=O)N2CCCC2CNC(=O)C(=O)NCc2cccs2)cc1 (stereo unspecified)	7.5	-8.3	0.3	3.2	-3.1	-1.8	-9.6	-10.5
CN(C(=O)c1cccc(NC(=O)Cc2ccc([N+](=O)[O-])cc2)c1)C1CCCCC1	-16.2	6.0	-11.8	2.0	-1.6	4.5	-18.1	0.9
COc1ccc(OCC2NCCc3cc(OC)c(OC)cc32)cc1 (stereo unspecified)	7.8	-61.8	-0.5	0.3	-3.3	-1.3	-5.0	-8.9
CCCCN(CC)CCNC(=S)Nc1ccc2nc(N3CCN(C)CC3)cc(C)c2c1	1.3	-158.1	.	-2.0	1.0	-0.5	-9.7	-8.2
Cc1c(C(=O)O)oc2ccc(S(=O)(=O)N3CC(C)CC(C)C3)cc12 (stereo unspecified)	1.3	8.5	3.1	-52.1	6.8	-0.2	7.4	1.8
Cc1cc(O)c(C(C)C)cc1NC(=O)c1cccc(Cl)c1	-5.4	7.9	2.6	14.8	-0.4	5.6	11.0	-2.2
Cc1ccc(C)c(N=Cc2ccc(-c3ccc([N+](=O)[O-])cc3)o2)c1	3.0	16.7	-9.9	1.9	-4.7	0.9	-6.1	0.6
COc1cc(S(=O)(=O)N2CC(=O)Nc3ccccc32)ccc1NC(C)=O	-0.3	-48.4	2.8	14.3	1.9	-2.7	-5.4	-4.2
CCCN(C(=O)COC(=O)c1cc(CC)c(C)s1)c1c(N)n(Cc2ccccc2)c(=O)[nH]c1=O	-10.5	-10.0	1.0	10.5	5.9	-1.7	-10.4	-0.8
COc1ccc(S(=O)(=O)N(CC(=O)NCC2CCCO2)c2ccccc2)cc1OC (stereo unspecified)	-9.4	8.9	-0.1	-17.7	-1.0	-1.3	-23.8	-2.0
CC(=O)Nc1ccccc1OC(=O)N1CCOCC1	-9.6	-2.0	-6.3	-21.6	-8.4	-0.6	-13.6	2.3
CCCCn1c(N)c(N(CCOC)C(=O)c2c(CC)noc2C)c(=O)[nH]c1=O	-2.0	-29.0	-1.3	2.3	-4.5	-2.0	-13.0	1.3
O=C1NC(=Nc2ccc(O)cc2)S/C1=C/c1ccco1	3.2	25.6	12.7*	-1.6	-7.3	-0.9	-7.0	-7.9
CCN(CC)S(=O)(=O)c1cccc(NC(=O)COC(=O)CCC(=O)c2ccc(F)cc2)c1	5.5	9.5	-8.3	3.0	-3.2	1.5	-9.7	-3.9
CCOC(=O)c1nn(-c2ccccc2)c(=O)cc1OCC(=O)Nc1cc(C)ccc1C	2.5	-11.5	0.6	13.6	-6.1	-0.5	-1.1	-2.5
O=C(CSc1nnc(-c2ccc3c(c2)OCO3)n1-c1ccccc1)c1ccc(Cl)cc1	2.3	15.9	3.4	-12.4	-4.3	2.1	-1.7	-1.9
Cc1[nH]c2ccccc2c1/C=C/c1nc2ccccc2c(=O)[nH]1	3.0	-406.2	2.4	19.8	3.7	4.1	-5.3	-18.7
Oc1ccc2ccccc2c1N=Nc1nccs1	.	22.7	3.1	6.1	23.2	7.3	.	-3.4
COc1cccc(NC(=O)CCCn2nc(C)c3c(C)n(-c4ccccc4)nc3c2=O)c1	3.0	17.9	-0.7	6.6	-3.0	0.2	-4.4	-5.3
Cc1cc(NC(=O)c2noc3c2CCCCC3)nn1Cc1ccc(Cl)cc1	-11.7	12.8	3.8	-6.7	-1.6	2.1	-12.7	6.0
CCC(=O)c1ccc(OCC(O)Cn2nc(C)c(Br)c2C)cc1 (stereo unspecified)	-14.1	14.9	2.5	3.1	-1.5	1.8	-5.1	-0.3
COc1ccc(-c2ccc(CCC(=O)O)n2-c2ccc(O)cc2)cc1	-3.7	-68.3	1.2	4.9	-1.6	1.3	-14.9	-8.6

Entries listed so far that contain bromine, in the order listed:
mol	SENP7 block	SENP8 block	NR3A LBD binder	PfGluPho inh	HKDC1 inh	MPTP inh	SENP6 block	ATG4B inh
Cc1cc2cc(CNC(=O)c3ccc(Br)o3)ccc2[nH]1	9.1	-10.6	-15.4	12.1	9.8	0.8	1.7	12.4
CCC(=O)c1ccc(OCC(O)Cn2nc(C)c(Br)c2C)cc1 (stereo unspecified)	-14.1	14.9	2.5	3.1	-1.5	1.8	-5.1	-0.3
